Screening data from PubChem.
HIF activator: HIF pathway transcriptional activation; U2OS HRE-luciferase reporter, luminescence; normalized: DMSO 0%, desferrioxamine 100%; activation, % at 7.5 µM (by protocol); actives 0.32% (n = 300,000);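 active = mean activation of at least 10% of the iron chelator positive control signal, with at least half of replicates also reaching 10%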
TRPC6 inhibitor: inhibitors of mouse TRPC6 channel; HEK293-TRPC6, membrane potential dye, ACh-evoked depolarization; hits give low values; B-score at 10 µM; actives 1.1% (n = 310,000); AID 2553;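 active = B-score under library mean minus 3 SD, initial fluorescence not abnormally high, positive integrated signal ratio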;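 also: B-score derived from integrated fluorescence ratio over the kinetic read; more negative B-score means stronger inhibition of depolarization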
AI-2 QS mod: Vibrio harveyi AI-2 quorum sensing modulation. Vibrio harveyi JMH597 AI-2 luminescence/OD600 ratio, 9 h; hits give low values; strain lacks LuxN and CqsS sensors; 0 = neutral-control median. actives 0.4% (n = 300,000). activity change, % at 7.5 µM; in the data active = activity change below about -75%, passing the limit was not always enough;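 also: luminescence divided by OD600 gain over 9 h not by final OD600 alone; inactives centre near 13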
TRPC6 activator: mouse TRPC6 channel activation | Q61143 | HEK293-TRPC6 membrane potential dye fluorescence; hits give high values | B-score at 10 µM | actives 0.13% (n = 310,000);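 active = B-score of the integrated fluorescence ratio above library mean plus 3 SD, and starting fluorescence ratio within library mean plus 5 SD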;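 also: higher score means more depolarization so channel activation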
TRPC4 act: activators of mouse TRPC4 channel. B-score at 10 µM. Q9QUQ5. actives 0.49% (n = 310,000). AID 2237. HEK293 TRPC4beta/mu-opioid, Fluo4 calcium fluorescence; hits give high values;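 active = B-score above 5 SD of library B-scores, and initial fluorescence ratio not above library mean plus 5 SD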;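 also: positive B-score marks a calcium rise read as TRPC4 activation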
Target sequence (Q9QUQ5 whole entry, looked up): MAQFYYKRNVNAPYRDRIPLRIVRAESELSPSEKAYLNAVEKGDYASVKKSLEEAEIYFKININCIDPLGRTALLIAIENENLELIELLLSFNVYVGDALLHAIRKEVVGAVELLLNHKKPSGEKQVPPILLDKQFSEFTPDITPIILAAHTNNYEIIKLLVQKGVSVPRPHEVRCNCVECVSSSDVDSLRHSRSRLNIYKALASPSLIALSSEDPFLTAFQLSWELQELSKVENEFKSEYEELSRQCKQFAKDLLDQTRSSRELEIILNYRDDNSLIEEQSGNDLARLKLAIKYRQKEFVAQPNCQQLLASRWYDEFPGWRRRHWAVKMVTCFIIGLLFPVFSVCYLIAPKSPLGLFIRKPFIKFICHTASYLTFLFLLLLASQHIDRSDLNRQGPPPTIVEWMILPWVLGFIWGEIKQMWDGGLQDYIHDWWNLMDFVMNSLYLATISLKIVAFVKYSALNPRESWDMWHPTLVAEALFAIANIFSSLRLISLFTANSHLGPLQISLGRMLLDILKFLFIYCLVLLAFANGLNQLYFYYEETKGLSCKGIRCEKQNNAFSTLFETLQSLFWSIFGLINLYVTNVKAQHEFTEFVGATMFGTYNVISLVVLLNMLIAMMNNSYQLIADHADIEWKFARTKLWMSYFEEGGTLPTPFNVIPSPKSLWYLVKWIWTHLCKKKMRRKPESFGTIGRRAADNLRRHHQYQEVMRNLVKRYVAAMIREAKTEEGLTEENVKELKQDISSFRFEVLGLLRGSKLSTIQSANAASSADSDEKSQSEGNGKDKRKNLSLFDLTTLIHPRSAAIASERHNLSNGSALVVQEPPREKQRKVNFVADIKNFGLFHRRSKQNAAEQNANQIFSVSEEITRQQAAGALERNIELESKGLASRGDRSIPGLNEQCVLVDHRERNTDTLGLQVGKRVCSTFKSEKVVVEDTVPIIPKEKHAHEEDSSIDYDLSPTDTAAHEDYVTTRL
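System: HEK293 cells stably co-expressing mouse TRPC4beta and mu-opioid receptor; Schedule: Fluo4 dye loading 45 min at room temperature, 110 s recording; Detection: Fluo4 fluorescence, kinetic; Evaluation: B-scored integrated calcium fluorescence ratio; Controls: buffer (low) and maximal DAMGO (high).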
PolyA inhibitor: blocks polyadenylation in yeast reporter cells; S. cerevisiae SKY197-pL101 polyadenylation reporter, beta-gal luminescence; efflux-impaired pdr1/pdr3 knockout yeast; score 100 = 6 SD above DMSO; calls only at 12 µM; actives 0.02% (n = 300,000);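 active = lowest replicate activity score at least 50, where 100 means six control SD above control mean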;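 also: yeast exposed to compound for 9 h at 30 °C; higher score means more reporter readthrough which indicates perturbed polyadenylation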
MrgX1 allo act: allosterically activates human MrgX1 receptor signaling; Q96LB2; MrgX1-HEK293, Fluo-4 calcium flux, FDSS; hits give high values; B-score at 10 µM; actives 0.63% (n = 310,000);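 active = plate-corrected calcium response at least 3 library SD above typical, normal starting fluorescence, not activating the receptor alone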;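 also: compound read alongside a low EC10 to EC30 dose of BAM8-22 agonist; peak minus trough fluorescence over baseline measured at the second addition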
MrgX1 antag: human MrgX1 receptor antagonism, primary screen | MRGX1-HEK293 calcium flux, Fluo-4, BAM8-22 antagonism; hits give low values | actives 1.3% (n = 310,000) | Q96LB2 | B-score at 10 µM;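 active = calcium-response B-score plate-corrected more than 3 library SD below zero, starting fluorescence within 5 deviations, no agonist response on first addition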;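 also: peak minus trough fluorescence over baseline after final BAM8-22 challenge near maximal dose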
MrgX1 agonist: human MrgX1 receptor agonism, primary screen; Q96LB2; MrgX1-HEK293 cells, Fluo-4 calcium fluorescence, agonist mode; hits give high values; B-score at 10 µM; actives 0.44% (n = 310,000); AID 588627;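 active = calcium response B-score plate-corrected fluorescence ratio at least 3 library SD, with starting fluorescence B-score inside 5 SD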
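times = overnight plating, then 30 min 37 °C plus 30 min room-temperature dye loading | assay system = stable human MrgX1 HEK293 cell line | input = fifteen thousand cells per well | signal = kinetic calcium dye fluorescence, Fluo-4 NW | dosing = compound delivered in addition one of three | read-out = B-scored fluorescence response ratio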
TRPC4 inh: TRPC4 (mouse) channel inhibition | HEK293 TRPC4beta/mu-opioid, DAMGO-evoked Fluo4 calcium flux; hits give low values | actives 0.39% (n = 300,000) | B-score at 10 µM | AID 2247;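 active = B-score over 3 SD under the library average, no early fluorescence shift, positive overall ratio signal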
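Assay system: TRPC4beta/mu-opioid receptor HEK293 cell line; compound dosing: single concentration per test compound; detection: Fluo4 Ca2+ flux fluorescence; evaluation: per-well B score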
TRPC4 potent: allosteric potentiators of mouse TRPC4 channel | Q9QUQ5 | HEK293 TRPC4beta/mu-opioid, DAMGO EC20, Fluo-4 Ca2+ flux; hits give high values | B-score at 10 µM | actives 0.42% (n = 310,000);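 active = B-score of calcium response area above 5 SD of library B-scores, with initial fluorescence ratio within 5 SD of library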;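 also: B-score of integrated fluorescence ratio over time as area under calcium response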
The depositor's hits bear a star; i = inactive; · = not tested or not shown. Some of the compounds tested (hit frequency here may not be typical).

SMILES	HIF activator	TRPC6 inhibitor	AI-2 QS mod	TRPC6 activator	TRPC4 act	PolyA inhibitor	MrgX1 allo act	MrgX1 antag	MrgX1 agonist	TRPC4 inh	TRPC4 potent
CCOC(=O)C1CCN(C(=O)c2ccc(NC(=O)C3CCCO3)cc2)CC1 (stereo not drawn)	0.0	i	13	i	i	i	i	i	i	i	i
CCCCOc1ccccc1Cn1c(=O)oc2ccc(C)cc21	-0.3	i	26	i	i	i	i	i	i	i	i
CCC(Sc1n[nH]c(=O)[nH]c1=O)C(=O)OCc1ccccc1 (stereo not drawn)	-0.5	i	51	i	i	i	i	i	i	i	i
COc1cc(OC)c(C(=O)NCC2CCCO2)cc1OC (stereo not drawn)	0.4	i	6	i	i	i	i	i	i	i	i
O=c1onc(-c2ccc(Cl)cc2)n1Cc1ccc(F)cc1	0.2	i	1	i	i	i	i	i	i	i	i
COC(=O)c1sccc1NC(=O)Cc1ccc(Br)cc1	·	i	0	i	i	i	i	i	i	i	i
O=C(CCc1nnc(-c2ccccc2)o1)NCc1c(F)cccc1F	-0.8	i	26	i	i	i	i	i	i	i	i
CCOC(=O)C(=O)N(Nc1ccccc1C)c1ccccc1C	-0.1	i	-1	i	i	i	i	i	i	i	i
O=C(CCNC(=O)OCc1ccccc1)NC1CCCCCC1	-0.2	i	3	i	i	i	i	i	i	i	i
COc1ccc(Nc2nc3ccccc3c(=O)s2)c(OC)c1	-1.2	i	4	i	i	i	i	i	i	i	i
CNC(=O)CC1C(=O)N(Cc2ccccc2)C(=S)N1NC(=O)c1cccc(F)c1 (stereo not drawn)	·	i	-2	i	i	i	i	i	i	i	i
N#CC(Nc1ccccc1)c1ccccc1OCc1ccccc1 (stereo not drawn)	0.0	i	17	i	i	i	i	i	i	i	i
O=S1c2ccccc2Nc2ccccc21	2.3	i	6	i	i	i	i	i	i	i	i
CCNC(=O)NC1(C(=O)Nc2ccc3c(c2)CCC3)CCCCC1	1.3	i	11	i	i	i	i	i	i	i	i
Cc1c(NC(=O)C(C)C)cccc1-c1nc2ncccc2o1	-0.1	i	14	i	i	i	i	i	i	i	i
C=CCn1c(C)cc(C(=O)COC(=O)/C=C/c2ccc(OC)cc2)c1C	-1.0	i	21	i	i	i	i	i	i	i	i
Cc1ccc(-n2cc(CNCCCn3ccnc3C)c(-c3ccc(F)cc3)n2)cc1	0.5	i	33	i	i	i	i	i	i	i	i
COc1ccc(-n2ncc3c(N4CCN(Cc5ccccc5)CC4)ncnc32)cc1	1.6	i	9	i	i	i	i	i	i	i	i
COc1ccc(C(=O)N2CCCC(CCC(=O)NCc3ccc(F)c(F)c3)C2)cc1F (stereo not drawn)	-0.4	i	18	i	i	i	i	i	i	i	i
COC(=O)Nc1ccc(S(=O)(=O)Nc2cc(C(F)(F)F)c[nH]c2=O)cc1	0.6	i	15	i	i	i	i	i	i	i	i
C/C(=N\NC(=O)c1cccc(N/N=C(\C)c2ccco2)c1)c1ccco1	1.0	i	45	i	i	i	·	·	·	i	i
C=CCNC(=O)N1CCC(n2nccc2NC(=O)CCCc2ccccc2)CC1	-0.3	i	11	i	i	i	i	i	i	i	i
CC(=O)Nc1cc(C(N)=O)c(Cl)cc1Cl	-0.2	i	19	i	i	i	i	i	i	i	i
CCOC(=O)c1cc2sccc2n1CC(=O)N1CCCC1	-0.5	i	18	i	i	i	i	i	i	i	i
Cc1ccc(CC2CC(=O)N(c3nc4ccccc4s3)C2=O)cc1 (stereo not drawn)	0.9	i	23	i	i	i	i	i	i	i	i
NS(=O)(=O)c1ccc(NC(=O)CN2CCCc3ccccc32)cc1	0.7	i	-4	i	i	i	i	i	i	i	i
Cc1cc(C)nc(-n2nc(C)c(Oc3ccccc3O)c2C)n1	0.4	i	-2	i	i	i	i	i	i	i	i
COc1cccc(-c2csc(NC3OC(=O)c4c3ccc(OC)c4OC)n2)c1 (stereo not drawn)	-0.4	i	-5	i	i	i	i	i	i	i	i
CCN(CC)S(=O)(=O)c1cc(C)c(C)cc1OCC(=O)NC1CCCC1	-0.2	i	10	i	i	i	i	i	i	i	i
O=C(CSc1nnc(Cn2nnc3ccccc32)o1)Nc1ccc(Cl)cc1	1.1	i	16	i	i	i	i	i	i	i	i

Limited to MrgX1 agonist and TRPC6 activator, for some of the entries so far:
SMILES | MrgX1 agonist | TRPC6 activator
COc1ccc(-n2ncc3c(N4CCN(Cc5ccccc5)CC4)ncnc32)cc1 | i | i
COc1ccc(C(=O)N2CCCC(CCC(=O)NCc3ccc(F)c(F)c3)C2)cc1F (stereo not drawn) | i | i
COC(=O)Nc1ccc(S(=O)(=O)Nc2cc(C(F)(F)F)c[nH]c2=O)cc1 | i | i

(next part)
SMILES	HIF activator	TRPC6 inhibitor	AI-2 QS mod	TRPC6 activator	TRPC4 act	PolyA inhibitor	MrgX1 allo act	MrgX1 antag	MrgX1 agonist	TRPC4 inh	TRPC4 potent
O=C(CCc1nc2ccccc2[nH]c1=O)OCc1ccc(S(=O)(=O)N2CCOCC2)cc1	-0.1	i	6	i	i	i	i	i	i	i	i
CCOc1ccc(N=Nc2c(C)noc2C)cc1	·	i	17	i	i	·	i	i	i	i	i
Cc1ccccc1C(=O)Nc1ccc(O)c2c(=O)cc(-c3ccccc3Cl)oc12	-0.2	i	19	i	i	i	i	i	i	i	i
CCNc1nc(NC(C)(C)C)nc(N(C#N)CC)n1	-0.7	i	13	i	i	i	i	i	i	i	i
Cc1cc(C)n(C(=O)CCCn2cc([N+](=O)[O-])cn2)n1	-0.2	i	6	i	i	i	i	i	i	i	i
COC(=O)CSc1nc(N)c(C#N)c(-c2ccco2)c1C#N	-0.1	i	-5	i	i	i	i	i	i	i	i
Cc1cc(C)c(C)c(OCCOCCN2CCOCC2)c1	·	i	4	i	i	i	i	i	i	i	i
COc1ccccc1OCc1nnc(SCC(=O)NCc2ccco2)n1Cc1ccco1	-0.2	i	19	i	i	i	i	i	i	i	i
COC(=O)c1ccc(Cn2nc(-c3ccc(C)c(C)c3)ccc2=O)cc1	-1.1	i	12	i	i	i	i	i	i	i	i
O=C(Oc1ccccc1)c1cccc(N2C(=O)CCC2=O)c1	0.1	i	22	i	i	i	i	i	i	i	i
CC(=O)OCC1OC(n2ncc(=O)n(Cc3ccccc3)c2=O)C(OC(C)=O)C1OC(C)=O (stereo not drawn)	0.1	i	7	i	i	i	i	i	i	i	i
O=C(O)c1ccccc1CSc1ncccc1C(=O)O	0.3	i	27	i	i	i	i	i	i	i	i
COc1cccc(NC(=O)CC2(CC(=O)O)CCCC2)c1	-0.3	i	13	i	i	i	i	i	i	i	i
COC(=O)C1=C(C(=O)OC)N2C=CC=CC2(C)C(C(=O)OC)=C1C(=O)OC (stereo not drawn)	-0.2	i	3	i	i	i	i	i	i	i	i
CC1CCCCC1NC(=O)CCNS(=O)(=O)c1ccc(Cl)cc1 (stereo not drawn)	-0.4	i	16	i	i	i	i	i	i	i	i
Cc1ccc(C(=O)NCCc2ccncc2)cc1	1.2	i	9	i	i	i	i	i	i	i	i
CC1(C)CC(=O)c2sc(NS(=O)(=O)c3ccc(F)cc3)nc2C1	-0.1	i	21	i	i	i	31*	i	i	i	i
O=C(CN(C(=O)CCC(=O)Nc1nccs1)c1ccc(F)cc1)NCC1CCCO1 (stereo not drawn)	-0.2	i	1	i	i	i	i	i	i	i	i
COC(=O)c1c(N2C(=O)[C@H]3[C@@H](C2=O)[C@]2(C(=O)Nc4c(C)cc(C)cc42)N2CCC[C@@H]32)sc(C)c1C	-3.2	i	-2	i	i	i	i	i	i	i	i
O=[N+]([O-])c1ccc2c(c1)nc1n2CCN(C2CCCCC2)C1	2.8	i	15	i	i	i	i	i	i	i	i
COc1ccc(C(=O)c2cc3ccc(O)cc3oc2=O)cc1	0.0	i	34	i	i	i	i	i	i	i	i
CCOC(=O)c1c(C)[nH]c(C(=O)O)c1C	-0.6	i	13	i	i	i	i	i	i	i	i
O=C(Nc1ccccc1C(F)(F)F)c1ccc(CN2CCC(Cc3ccccc3)CC2)cc1	-0.8	i	16	i	i	i	i	i	i	i	i
C/C(=N\O)C(C)(C)NC(=O)Nc1ccc(Cl)cc1	0.2	i	21	i	i	i	i	i	i	i	i
Cc1cc(C)cc(C(=O)N2CC(C)OC(C)C2)c1 (stereo not drawn)	-0.4	i	32	i	i	i	i	i	i	i	i
COc1ccc(Br)c(C(=O)NNC(=O)c2ccc(NS(=O)(=O)c3cccs3)cc2)c1	-1.1	i	28	i	i	i	i	i	i	i	i
COc1ccc(OC)c(-n2c(=S)[nH]c3cc(C(=O)NCCCN4CCCC4=O)ccc3c2=O)c1	-1.0	i	9	i	i	i	i	i	i	i	i
Cc1[nH]n(-c2ccccc2)c(=O)c1/C=N/NC(=O)c1ccc(O)cc1O	0.5	i	-1	i	i	i	i	i	i	i	i
COc1ccc(/C=C/c2c([N+](=O)[O-])c(=O)n(C)c(=O)n2C)c(OC)c1	-0.5	i	17	i	i	i	i	i	i	i	i
CCOC(=O)CN1C(=O)CC(c2ccc([N+](=O)[O-])cc2)C1=O (stereo not drawn)	0.6	i	17	i	i	i	i	i	i	i	i
CC(=O)N1CCN(C(=O)c2oc3ccccc3c2C)CC1	0.0	i	14	i	i	i	i	i	i	i	i
O=S(=O)(NCC1CCN(S(=O)(=O)c2ccccc2)CC1)c1ccccc1	-0.9	i	31	i	i	i	i	i	i	i	i
NS(=O)(=O)c1ccc(CNC(=S)NCc2ccc(Cl)cc2)cc1	-0.4	i	-8	i	i	i	i	i	i	i	i
O=c1cc2c(n[nH]1)CCCC2	-0.5	i	24	i	i	i	i	i	i	i	i
O=C(c1ccccc1F)N1CCN(c2ccc([N+](=O)[O-])c(N3CCOCC3)c2)CC1	0.0	i	4	i	i	i	i	i	i	i	i
C/C(=N\Nc1cc(-c2ccccc2)nc(-c2ccccc2)n1)c1ccc(O)c(C)c1	0.9	i	22	i	i	i	i	i	i	i	i
COc1ccc(NS(=O)(=O)c2c(C)[nH]c(=O)[nH]c2=O)c(OC)c1	-0.2	i	27	i	i	i	i	i	i	i	i
CCCc1nnc(SCC(=O)NC2CC2)n1C	0.1	i	8	i	i	i	i	i	i	i	i
